GRIN3A LBD mod – binders of NR3A ligand-binding domain, primary screen, biophysical, differential scanning fluorimetry, uHTS | Glutamate receptor ionotropic, NMDA 3A (GRIN3A) ligand-binding domain | NR3A LBD differential scanning fluorimetry, Tm shift; 0% = protein alone, 100% = glycine-bound protein | Tm shift relative to glycine control, % at 25 µM | 340,000 tested, 2.5% active | AID 1259313, 2017;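 active = melting temperature shift of at least 10% of the positive control shift, at one fixed dose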
Starred values were filed as active, the others as inactive; & = joins results of further samples. Some of the compounds tested; count on the stated rates, not on these rows.

mol | GRIN3A LBD mod
Cc1ccccc1Cn1c(=O)n(CC2CCC(C(=O)NCCc3ccccc3)CC2)c(=O)c2ccccc21 (stereo not drawn) | 1
O=C1C(Cl)=C(NCCc2ccccc2)C(=O)c2ccccc21 | -4
COc1cc2c(cc1NC(=O)C(F)(F)F)-c1ccc(NC(=O)C(F)(F)F)cc1C2 | -6
O=c1c(Cl)c(Cl)cnn1Cc1nnc(-c2ccc(Cl)cc2)o1 | -3
CN(C(=O)c1ccc(NC(=O)Cc2ccc(NC(=O)C3CCCN(C(=O)C4CCC4)C3)cc2)cc1)C1CCCC1 (stereo not drawn) | 1
CN(Cc1ccccc1)C(=O)c1cccc(NC(=O)Cc2ccc(NC(=O)C3CCCN(C(=O)CCc4ccccc4)C3)cc2)c1 (stereo not drawn) | 2
CC(C)C[C@H]1CNC(=S)N1CC1CCN(CC2CCC(C(C)(C)C)CC2)CC1 (stereo partly drawn) | 0
CC(=NNC(=O)c1ccncc1)c1cccc(Cl)c1 | -2
COc1ccc(C)cc1N1C(=N)/C(=C2/Nc3ccccc3S2)C(c2ccccc2)C1=O (stereo not drawn) | -3
C#CCOCCOCCOCCNc1nc(N2CCN(C(=O)[C@H]([C@@H](C)CC)n3cc(CCC(=O)O)nn3)CC2)nc(N2CCN(C(=O)[C@H](Cc3ccc(O)cc3)n3cc(CCO)nn3)CC2)n1 | -1
COP(=O)(OC)C(Nc1ccc(C)cc1)c1ccc(Br)cc1 (stereo not drawn) | -2
COc1cc(C2C3=C(COC3=O)Oc3cc4c(cc32)OCO4)cc(OC)c1OC (stereo not drawn) | -2

The list continues:
mol | GRIN3A LBD mod
COc1ccccc1NC(=O)C1=C(C)NC(SCC(=O)c2ccccc2)=C(C#N)C1c1ccco1 (stereo not drawn) | -4
O=C1C2CCCCN2C(=O)N1CCCCN1CCN(c2cccc(C(F)(F)F)c2)CC1 (stereo not drawn) | -1
N#CC(=C(c1ccccc1)c1ccccc1)c1ccccc1 | 0
CC(=O)Nc1cc(=O)c2cccnc2[nH]1 | -1
OCCN(Cc1cccnc1)Cc1ccccn1 | -2
S=C(NCc1ccccc1)C(=S)NCc1ccccc1 | 3
CN1CCc2c(n(CC(O)CN3C(=O)c4ccccc4S3(=O)=O)c3ccccc23)C1=O (stereo not drawn) | -4
CC(NC(=O)c1ccccc1)C(=O)Nc1ccccc1 (stereo not drawn) | 2
Cc1ccccc1S(=O)(=O)N1C[C@H]2CON(C)[C@H]2C[C@H]1c1cccc(-c2ccccc2)c1 | -2
O=C(Nc1ccc(C(=O)N2CCOCC2)cc1)C1CCC1 | 1
CCOC(=O)N1CCC(Nc2ncnc3c2cnn3-c2ccc(Cl)cc2)CC1 | 0
CCOc1ccccc1NC(=O)C1=C(C)NC(=S)NC1c1cccs1 (stereo not drawn) | -8

(more compounds)
mol | GRIN3A LBD mod
CCn1c(SCCN2CCCCC2)nc2c1c(=O)n(C)c(=O)n2C | 1
O=C(Nc1ccc2nc3ccccc3nc2c1)c1ccccc1 | 6
CC12CCC3(CC1CCC1OC12)OCCO3 (stereo not drawn) | 0
CC(=O)Nc1ccc(-c2csc(NC(=O)C3CCN(S(=O)(=O)c4cccs4)CC3)n2)cc1 | 1
CN(C)CCCn1c2c3ccccc3ccc2c2oc(=O)c3ccccc3c21 | -3
CCn1cc(C2C3=C(CC(C)(C)CC3=O)N(c3ccc(C)cc3)C3=C2C(=O)CC(C)(C)C3)c(C)n1 | -1
CC(=O)c1cc(C)c(OCc2cn(CC(=O)c3ccc(O)cc3)nn2)c(C)c1 | -4
O=C(O)CC1Cc2ccccc2C1C(=O)O (stereo not drawn) | -1
CC1(CNC(=O)C(=O)NCC2(C)CO2)CO1 (stereo not drawn) | 10
O=C(NN=Cc1ccc2c(c1)OCO2)c1ccncc1 | 25*
Cn1c2c(c(=O)[nH]c1=O)C(c1cccc(O)c1)C1=C(N2)c2ccccc2C1=O (stereo not drawn) | -4
CN1C(=O)C(Cl)(Cl)C(=O)c2ccccc21 | 1

The results go on.
mol | GRIN3A LBD mod
O=C(Oc1cccc2c(O)cccc12)c1ccccc1Cl | -4
CC12CC3CC1C(C(=O)O2)C3C(=O)O (stereo not drawn) | -1
O=[N+]([O-])c1ccc(CC(Cl)c2ccccn2)cc1 (stereo not drawn) | -1
O=C(CNCc1ccc(Cl)cc1)Nc1cc(S(=O)(=O)N2CCCC2)ccc1Cl | -4
CN(C)c1ccc(/C=C(\C#N)C(=O)c2ccccc2)cc1 | -1
CC(=O)Nc1ccc(NC(=O)COc2ccccc2C(=O)Nc2cccc(Cl)c2Cl)cc1 | 7
CC(=O)Nc1ccc2c(c1)C(=O)c1ccc(Cl)cc1-2 | 2
CCC(=NN=C(CC)c1ccccc1O)c1ccccc1O | 0
CC(C)O/C(=N/S(=O)(=O)c1ccc(Cl)cc1)c1ccccc1 | -1
CCOC(=O)[C@H]1[C@H]2COc3ccc(Br)cc3[C@H]2N2C(=O)CN(Cc3ccc(Cl)cc3)C(=O)[C@@]12C | -2
COc1ccc(-c2cc(C(=O)N3CCN(c4ccccn4)CC3)c3ccccc3n2)cc1 | 2
CCCCn1c(N)c(N(CCOC)C(=O)CCNC(=O)NC23CC4CC(CC(C4)C2)C3)c(=O)[nH]c1=O | 2

Continued:
mol | GRIN3A LBD mod
Cc1ccc(O)c(NC2=C(Cl)C(=O)N(Cc3ccccc3)C2=O)c1 | -6
Cc1ccc(NS(=O)(=O)c2cccc(C(=O)NC3CCN(Cc4ccccc4)CC3)c2)cc1 | 1
Oc1ccc2ccccc2c1CN1CC2CCC(CC2)C1 | 1
COC(=O)c1cc2c(n(Cc3ccccc3)c1=O)CCCC2=O | -3
CC(CN1CCN(CC(C)C(=O)c2ccccc2)CC1)C(=O)c1ccccc1 (stereo not drawn) | 2
CCn1c(=O)c2c(nc(SCc3ccccn3)n2C)n(C)c1=O | -1
O=C(CSc1ccc2nnc(-c3ccncc3)n2n1)Nc1nccs1 | 1
Cc1ccc(Cc2ccccc2C(=O)O)cc1 | -1
CCCCN(C(=O)c1cc(S(=O)(=O)N2CCCCC2)ccc1Cl)c1c(N)n(CC(C)C)c(=O)[nH]c1=O | -1
CC(C)NC(=O)C1(N2C(=O)c3ccccc3C2=O)CCCC1 | -2
O=C(c1cccc(Cl)c1)N1CCC2CC1c1cc(-c3ccccc3)ccc12 (stereo not drawn) | -1
Nc1ncc(C(=O)O)c(-c2ccccc2)n1 | 2

Entries shown so far that have a CF3 group, in the order listed:
mol | GRIN3A LBD mod
COc1cc2c(cc1NC(=O)C(F)(F)F)-c1ccc(NC(=O)C(F)(F)F)cc1C2 | -6
O=C1C2CCCCN2C(=O)N1CCCCN1CCN(c2cccc(C(F)(F)F)c2)CC1 (stereo not drawn) | -1

(listing goes on)
mol | GRIN3A LBD mod
O=C(COC(=O)CCC(=O)c1cccs1)NCc1ccco1 | -3
CCOC(=O)C(=Cc1ccc2c(c1)OCO2)c1ccccc1 | -1
c1ccc2c(c1)oc1c(N3CCN(Cc4ccc5c(c4)OCO5)CC3)ncnc12 | -2
C[n+]1ccc(CC2C(=[N+]([O-])[O-])C=Nc3ncnn32)cc1 (stereo not drawn) | -4
C=C(C)C(=O)N1CCN(C(=O)C(=C)C)c2ccccc21 | 1
O=S(=O)(N1CCCCC1)N1CCN(S(=O)(=O)N2CCCCC2)CC1 | 3
C#CC1(O)CCC2C3CCc4cc(O)cc(C)c4C3CCC21C (stereo not drawn) | -5
Cc1cccc2cc(-c3ccccc3)c(-c3ccccc3)c[n+]12 | -4
CCN(c1ccccc1)S(=O)(=O)c1ccc(Cl)c(NC(=O)CN(C)Cc2cccc(F)c2)c1 | -2
CC(=O)C1(O)CCC2C3CC(C)C4=CC(=O)C=CC4(C)C3(F)C(O)CC21C (stereo not drawn) | 0
C[n+]1c2cc(N)ccc2cc2ccc(N)cc21 | -14&-120
CN1CCN(C(c2ccc(F)cc2)c2ccc3cccnc3c2O)CC1 (stereo not drawn) | 5

The list goes on.
mol | GRIN3A LBD mod
O=c1sc2ccccc2n1COc1ccccc1 | 2
O=C1/C(=C\c2cccc([N+](=O)[O-])c2O)SC(=S)N1Cc1ccccc1 | 1
O=C(Nc1ccc2c(c1)C(=O)c1ccccc1-2)c1ccccc1 | 18*
COc1ccc(CCNC(=O)c2ccc(NC(=O)CC3SC(N4CCCCC4)=NC3=O)cc2)cc1OC (stereo not drawn) | 0
O=C(Nc1ccc(C(=O)N2CCOCC2)cc1)C1CC1 | 0
Cc1ccc(NC(=O)/C=C/c2ccc([N+](=O)[O-])s2)c(C)c1 | -1
CC(C)(C)OC(=O)N(CCc1ccccc1)Cc1ccccc1OCc1cccc(NC(=O)C2CC2)c1 | 1
COc1ccc(-c2c(C)nn3c(N4CCOCC4)cc(C)nc23)cc1OC | -1
C#CCOCCOCCOCCNc1nc(N2CCN(C(=O)Cn3cc(CCCCN)nn3)CC2)nc(N2CCN(C(=O)[C@H](C)n3cc(CCC(=O)O)nn3)CC2)n1 | 3
CC(=O)CSc1nnc(-c2cnccn2)n1-c1ccccc1 | -1
CC1(C)NC(=S)NC1=S | 1
O=[N+]([O-])c1ccc2cc[nH]c2c1 | -1

(further entries)
mol | GRIN3A LBD mod
O=C(c1ccc(F)cc1F)N1CCCc2ccccc21 | 0
NN=C(NN=Cc1ccccc1)c1ccccc1 | -2
NC(=O)C1CCN(c2nc(-c3ccccc3)nc3c2oc2ccccc23)CC1 | -15
O=C(NCCCO)c1ccc2nc(-c3ccco3)c(-c3ccco3)nc2c1 | -1
C=C(C1=CCN(S(=O)C(C)(C)C)[C@@H]1CCO)c1ccccc1 (stereo partly drawn) | 1
O=C(C=Cc1cccc(O)c1)c1ccccc1O | 1
COc1cc(-c2nnc(-c3cc(-c4ccccc4)nc4ccccc34)o2)cc(OC)c1OC | 0
Nc1ncnc2c(C3OC(CO)C(O)C3O)scc12 (stereo not drawn) | 1
c1ccc(CCCCc2ccccn2)cc1 | 2
O=C(NNc1ccc([N+](=O)[O-])cc1)c1ccccc1F | -2
CCOc1ccc(OCC)c(NC(=O)C2CCCN(S(=O)(=O)c3cccs3)C2)c1 (stereo not drawn) | -1
CC(=O)c1cc2c(cc1NC(=O)c1ccc(-n3nc(C)cc3C)cc1)OCO2 | 5

(cont.)
mol | GRIN3A LBD mod
CCN(c1ccc(OCC(=O)OCC(=O)Nc2ccc(F)c(F)c2F)cc1)S(=O)(=O)c1ccccc1 | -4
C=CC[n+]1c(-c2ccc(C)cc2)csc1Nc1ccc(NC(C)=O)cc1 | 0
Cc1cc2ccccn2c1C(=O)c1ccc(N/N=C/c2ccc(C(=O)O)cc2)c([N+](=O)[O-])c1 | -1
CC1CN(C2CCCCC2)C(=S)NC1=O (stereo not drawn) | -2
O=C1C=Cc2cccc3ccc(O)c1c23 | -2
O=C(OCCN1C(=O)c2cccc3c(N4CCOCC4)ccc(c23)C1=O)c1ccc(Cl)cc1Cl | 11*
CCOC(=O)Nc1ccc2c(c1)N(C(=O)OC)c1ccccc1CC2 | -1
O=C(COC(=O)c1ccccc1Cc1ccccc1)Nc1ccc(SC(F)F)cc1 | 19*
CCN1CCc2c(sc(NC(=O)Nc3ccc(Cl)c(Cl)c3)c2C(N)=O)C1 | 18*
COCC(=O)n1nc(-c2ccccc2)nc1NCc1cccs1 | 1
O=C(Nc1cccc(C(=O)N2CCCCC2)c1)C1CC1 | 1
O=[N+]([O-])c1ccccc1C=NN1CCCCCC1 | 4

New compounds follow:
mol | GRIN3A LBD mod
COc1oc(C(=O)NC2CCCCC2)c(-c2ccc(Cl)cc2)c1S(=O)(=O)c1ccccc1 | -4
C[C@@H]1CN(S(=O)C(C)(C)C)[C@@H](CCO)/C1=C\CCO (stereo partly drawn) | 1
CC(=O)OC1CCC2(C)C(CCC3C2CC(=NO)C2(C)C(C(C)OC(C)=O)CCC32)C1 (stereo not drawn) | -1
CCN(CC(=O)Nc1c(F)cccc1F)C(=O)c1ccc(=O)n(C)n1 | 0
Cc1ccc(S(=O)(=O)CCC(=O)OCc2nnc(-c3ccc([N+](=O)[O-])cc3)o2)cc1 | 2
NC(N)=NN=C(c1ccc(F)cc1)c1ccc(C(F)(F)F)cc1 | 6
CCCC(C(=O)O)N1C(=O)/C(=C/c2cccn2C)SC1=S (stereo not drawn) | 1
O=C1NN=C(c2ccccc2)C1Cc1ccccc1 (stereo not drawn) | 1
CCOC(=O)C1=C(COC(=O)c2ccc(Br)c(S(=O)(=O)N3CCOCC3)c2)NC(=O)NC1C (stereo not drawn) | -1
OCC1OC(O)CC(O)C1O (stereo not drawn) | -2
CN(c1ccccc1)S(=O)(=O)CS(=O)(=O)N(C)c1ccccc1 | 0
COc1cccc(C=NNc2nnc(NN=Cc3cccc(OC)c3OC)c3ccccc23)c1OC | -6

4 of these compounds in a different format.
CCCC(C(=O)O)N1C(=O)/C(=C/c2cccn2C)SC1=S (stereo not drawn)
  GRIN3A LBD mod: 1
CCN(CC(=O)Nc1c(F)cccc1F)C(=O)c1ccc(=O)n(C)n1
  GRIN3A LBD mod: 0
OCC1OC(O)CC(O)C1O (stereo not drawn)
  GRIN3A LBD mod: -2
COc1oc(C(=O)NC2CCCCC2)c(-c2ccc(Cl)cc2)c1S(=O)(=O)c1ccccc1
  GRIN3A LBD mod: -4

Quoted at random: four compounds from above.
mol | GRIN3A LBD mod
OCC1OC(O)CC(O)C1O (stereo not drawn) | -2
COc1oc(C(=O)NC2CCCCC2)c(-c2ccc(Cl)cc2)c1S(=O)(=O)c1ccccc1 | -4
C[C@@H]1CN(S(=O)C(C)(C)C)[C@@H](CCO)/C1=C\CCO (stereo partly drawn) | 1
CCOC(=O)C1=C(COC(=O)c2ccc(Br)c(S(=O)(=O)N3CCOCC3)c2)NC(=O)NC1C (stereo not drawn) | -1

Going on with the list.
mol | GRIN3A LBD mod
O=C1C(=C2CCc3ccccc32)Cc2ccccc21 | -1
COc1cc2c3c(n(C)c(=O)c2cc1OC)-c1cc2c(cc1C3=O)OCO2 | 3
CCn1c2ccccc2c2cc(NC(=O)COC(=O)Cc3cn4ccsc4n3)ccc21 | -25
CCCCNCCS(=O)(=O)NCc1ccccc1OC | 0
O=C(Cc1cccc(NC(=O)C2CCCN(C(=O)c3ccccc3)C2)c1)Nc1ccc(C(=O)N2CCCCC2)cc1 (stereo not drawn) | 2
COc1cc(/C=N/N2C(=O)CSC2=S)cc(Br)c1O | -5
